Screening results: PubChem BioAssay, National Center for Advancing Translational Sciences (NCATS)
N370S GC mod: qHTS Assay for Inhibitors and Activators of N370S glucocerebrosidase as a Potential Chaperone Treatment of Gaucher Disease; Lysosomal acid glucosylceramidase (Homo sapiens), P04062; N370S GC spleen homogenate, 4MU-glucoside fluorescence; Potency, µM (series often up to 59.4 µM), inactives show at the top dose activity change, negative = inhibition, most hits filed as inhibitors; actives 0.092% (n = 330,000); AID 2101, 2009;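 further: 0% = full enzyme activity and -100% = no enzyme basal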
FEN1 inhibitor: qHTS Assay for the Inhibitors of Human Flap endonuclease 1 (FEN1) | P39748 | Recombinant FEN1 flap cleavage, fluorescence, 15 min | Potency, µM (highest dose often 114 µM), for the others: at the top dose activity change, negative = inhibition, hits mostly inhibitors | actives 0.35% (n = 390,000) | AID 588795, 2011; further: nearly all actives have a fitted effect of over 65% in size
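Enzyme 10 nM, 15 min RT preincubation with compound; start with substrate 50 nM final; reads at 0 and 15 min; qHTS titration, four-parameter Hill fit.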
KAT2A inh: qHTS Assay for Inhibitors of GCN5L2; Histone acetyltransferase KAT2A (Homo sapiens), Q92830; GCN5L2 HAT assay, ThioGlo1 CoA-SH fluorescence; Potency, µM (titrated, usually from 58.9 µM), without a hit: at the highest dose activity change, negative = inhibition, hits mostly inhibitors; actives 0.21% (n = 390,000)
Target sequence (Q92830 whole entry, looked up): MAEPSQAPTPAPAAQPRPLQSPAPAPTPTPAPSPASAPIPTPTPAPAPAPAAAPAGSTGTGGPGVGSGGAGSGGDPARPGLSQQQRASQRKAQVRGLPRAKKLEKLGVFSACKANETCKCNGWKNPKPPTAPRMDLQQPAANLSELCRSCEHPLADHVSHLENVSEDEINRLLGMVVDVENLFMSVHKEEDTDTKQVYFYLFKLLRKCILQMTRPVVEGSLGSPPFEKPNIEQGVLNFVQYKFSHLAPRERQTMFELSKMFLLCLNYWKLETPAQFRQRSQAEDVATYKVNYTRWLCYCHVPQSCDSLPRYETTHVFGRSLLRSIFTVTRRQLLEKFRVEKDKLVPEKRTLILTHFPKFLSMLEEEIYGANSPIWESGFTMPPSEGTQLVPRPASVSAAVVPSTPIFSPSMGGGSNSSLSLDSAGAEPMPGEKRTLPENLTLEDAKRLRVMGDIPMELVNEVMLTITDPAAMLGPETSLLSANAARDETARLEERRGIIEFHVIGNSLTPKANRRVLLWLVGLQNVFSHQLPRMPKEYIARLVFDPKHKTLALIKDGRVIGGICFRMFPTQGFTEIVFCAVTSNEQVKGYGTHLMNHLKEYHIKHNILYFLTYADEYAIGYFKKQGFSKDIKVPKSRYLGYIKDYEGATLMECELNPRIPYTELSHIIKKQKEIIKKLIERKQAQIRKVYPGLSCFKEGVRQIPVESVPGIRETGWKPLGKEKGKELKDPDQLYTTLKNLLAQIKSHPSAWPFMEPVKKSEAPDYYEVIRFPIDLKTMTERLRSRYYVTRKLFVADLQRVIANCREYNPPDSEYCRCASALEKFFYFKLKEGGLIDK
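GCN5L2 (20 nM) in 50mM HEPES pH 7.5, 0.1mM EDTA, 0.01% Tween-20 preincubated 15 min with compounds at room temperature. Reaction started with H3(1-25) 75uM, acetyl-CoA 70uM, ThioGlo1 50uM; CoA-thiol fluorescence (Ex340/Em540) read at 0 and 20 min.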
* marks the source's active call; other numbers are inactive results; ? = inconclusive; . = no result given; & = joins results of further samples; [ ] = dose if it differs, or a comment. The call rests on the fitted dose curve; in most records, active means well fitted curve in the direction sought with a large enough effect; inconclusive means small, poorly fitted or top-dose-only effect, or another doubt; inactive means no such curve, though single readings can be large; an effect the other way counts as inactive or inconclusive. Unless noted, on the % scale 0 is the no-effect control and ±100 the full control effect; potency means the concentration at half of the fitted maximal effect. Only part of the results is shown; rates above refer to the full screens.

no.	compound	N370S GC mod	FEN1 inhibitor	KAT2A inh
1	Cc1ccc(C(C)C)c(OCC(O)CN2CCN(CCO)CC2)c1 (stereo not given)	-5%	-4%	-3%
2	O=C(O)C1=C[C@@H](C2CCCCC2)C[C@@H](OCCCCO)O1	-1%	1%	1%
3	CC(C)(C)NC(=O)COC(=O)c1ccc(Cl)nc1	-3%	-3%	0%
4	CC(C)(C)C(=O)Nc1ccnn1C1CCN(C(=O)c2ccc(Cl)cc2F)CC1	-16%	0%	1%
5	COc1ccc(N2CCN(C3CCCN(Cc4ccc(F)c(F)c4)C3)CC2)cc1 (stereo not given)	-3%	-8%	-3%
6	CCOc1cccc(C2C(C(=O)c3ccco3)=C(O)C(=O)N2c2nnc(C)s2)c1 (stereo not given)	.	-3%	-13%
7	COc1ccc(-c2cc(C(=O)N/N=C(\C)c3cccnc3)c3cc(C)ccc3n2)cc1OC	-18%	4%	-2%
8	Cc1ccc(Cl)cc1NC(=S)Nn1cnnc1	-2%	-12%	4%
9	Nc1c(N(CCC2=CCCCC2)C(=O)c2ccc([N+](=O)[O-])o2)c(=O)[nH]c(=O)n1Cc1ccccc1	-3%	0%	-19%
10	O=C(Nc1ccc(F)cc1F)c1cncc(Br)c1	-4%	-7%	-1%
11	CCOc1ccc2[nH]c3c(N4CCc5ccccc5C4)ncnc3c2c1	-6%	-24%	-19%
12	Cc1nc(SC(C)C(=O)Nc2ccccc2Cl)cc(-c2ccccc2)n1 (stereo not given)	.	7%	-10%
13	CCOC(=O)c1oc2cc(C)cc(O)c2c(=O)c1-c1csc(C)n1	4%	0%	-5%
14	CCC1=C(OC(=O)N(CC)CC)N2C(=O)OC(=NCC(=O)OC)[C@]2(C)[C@H]2C1=CC[C@H]1C(=O)N(CC)C(=O)[C@H]12	-6%&1%	3%	-6%
15	Clc1c(CSc2nc3ccccc3o2)nc2ccccn12	17%	-14%	?
16	Cc1ccc(S(=O)(=O)/N=C(\CN2CCCCC2)N2CCOCC2)cc1	3%	-20%	-7%
17	O=C(Nc1ccc(F)cc1)c1ccc2nsnc2c1	0%	4%	-16%
18	CC(=O)Oc1ccc(C(=O)N2c3ccccc3NC(=O)C2C)cc1 (stereo not given)	-7%	13%	2%
19	CC(C)c1ccc(OCc2cccc(C(=O)N/N=C/c3cccnc3)c2)cc1	17%	4%	-5%
20	O=c1c2ccccc2oc2ncccc12	0%	-3%	0%
21	O=C(COc1ccc(C(=S)N2CCOCC2)cc1)N1CCOCC1	-1%	11%	-1%
22	COc1ccc(NC(=O)Cn2ncc3c4ccccc4n(Cc4ccccc4)c3c2=O)cc1OC	.	-2%	3%
23	Cc1ccc(F)cc1NC(=O)C1CCN(c2cnccn2)CC1	31%	2%	-8%
24	CCCN1C(=O)/C(=C\C=C2/Sc3ccccc3N2CCO)SC1=S	-4%	-13%	-6%
25	Cc1nn(C)cc1CN(C)C(=O)c1cc2nc(-c3ccco3)cc(C(F)(F)F)n2n1	-2%	5%	3%
26	CCOC(=O)C1CCN(C(=O)C2CCN(S(=O)(=O)c3cccc4nsnc34)CC2)CC1	5%	2%	2%
27	O=C(O)c1cccc2c1C(=O)c1ccc(N3CCCC3)cc1S2(=O)=O	.	-13%	-20%
28	O=C(CN(c1ccccc1)S(=O)(=O)c1ccc(F)cc1)NC1CCS(=O)(=O)C1 (stereo not given)	13%	5%	-8%
29	CC1CCN(S(=O)(=O)c2ccc3c(c2)N(CC(=O)NCCCN2CCCCC2C)C(=O)CS3)CC1 (stereo not given)	-6%	22%&15%	1%&5%
30	Cc1noc(C)c1C(=O)N1CCN(c2ccccc2O)CC1	.	2%	3%

Quoted from the listing:
For KAT2A inh, COc1ccc(-c2cc(C(=O)N/N=C(\C)c3cccnc3)c3cc(C)ccc3n2)cc1OC shows -2%
For N370S GC mod, O=C(CN(c1ccccc1)S(=O)(=O)c1ccc(F)cc1)NC1CCS(=O)(=O)C1 (stereo not given) shows 13%
For KAT2A inh, O=C(Nc1ccc(F)cc1F)c1cncc(Br)c1 shows -1%
For FEN1 inhibitor, CC(=O)Oc1ccc(C(=O)N2c3ccccc3NC(=O)C2C)cc1 (stereo not given) shows 13%
For FEN1 inhibitor, CCOC(=O)c1oc2cc(C)cc(O)c2c(=O)c1-c1csc(C)n1 shows 0%

(listing goes on)
no.	compound	N370S GC mod	FEN1 inhibitor	KAT2A inh
31	O=C(CSc1nnc(NC(=O)C2CC2)s1)NCc1cccs1	-5%	22%	-5%
32	Cc1ccc(-n2nnnc2SCn2nnc3ccccc3c2=O)c(C)c1	4%	-8%	.
33	COc1cc([C@@H]2Nc3c(F)cccc3[C@@H]3C=CC[C@@H]32)cc(Br)c1OC	.	11%	-10%
34	CCCn1c2ccccc2c2cnn(CC(=O)NCCCN3CCCCC3CC)c(=O)c21 (stereo not given)	-9%	-5%&-12%	-3%&-12%
35	COC(=O)CCCCCNc1ccc(C(=O)OC)cc1N	-1%	-5%	-3%
36	COc1cc(-c2cc(C(=O)Nc3ccc(C)c(S(=O)(=O)N4CCOCC4)c3)c3ccccc3n2)cc(OC)c1OC	.	3%	-22%
37	O=C(Oc1ccc(N(C(=O)c2ccncc2)S(=O)(=O)c2cccs2)cc1)c1ccncc1	-27%	6%	-2%
38	CC1CCc2sc(C(=O)OCC(=O)NC(C)C)cc2C1 (stereo not given)	-4%	3%	-4%
39	CCOc1ccc(-c2cc(N3C(=O)Nc4ccccc4N3O)on2)cc1	-2%	1%	-9%
40	COc1cccc(Nc2cc(C)nc3ccccc23)c1	-22%	4%	2%
41	O=C(COC(=O)Cc1cccc(C(F)(F)F)c1)NC1CCS(=O)(=O)C1 (stereo not given)	-3%	-1%	2%
42	CCOC(=O)c1c(CSc2ccc(CC)cc2)oc2ccc(O)c(CN(C)C)c12	?	-20%	25%
43	COc1ccc(Cl)cc1NC(=O)C(OC)c1ccccc1 (stereo not given)	19%	5%	-16%
44	O=C(NCCN1CCOCC1)c1ccc([N+](=O)[O-])cc1[N+](=O)[O-]	2%	5%	-11%
45	COc1ccccc1Cc1nc2ccccc2nc1SCC(=O)N1CCCCC1	.	-7%	-23%
46	CC(Oc1ccc(Br)cc1Br)C(=O)Nc1cccnc1Cl (stereo not given)	?	4%	-5%
47	Cc1cc(NC(=O)Nc2cccc(Cl)c2)n(-c2ccccn2)n1	21%	-31%	-6%
48	COCCCNCCOc1cc(C(C)C)ccc1C	-3%	-11%	-10%
49	COc1cc(C2NC(=O)NC(C)=C2C(=O)OC(C)(C)C)ccc1OCC(N)=O (stereo not given)	6%	-6%	1%
50	CSCCC(NS(=O)(=O)c1cccs1)C(=O)Nc1ccc(C)c(Cl)c1 (stereo not given)	.	10%	0%
51	COc1ccc(/C=C/C(=O)c2cc(Cl)cc(Cl)c2O)c(OC)c1	2%	10%	3%
52	CCC(=O)Nc1nc(N)n(-c2ccccc2)n1	-1%	-14%	-7%
53	O=C(NCCc1ccccc1)C1CC(=O)N(C2CCCC2)C1 (stereo not given)	1%	2%	-2%
54	O=C(COc1ccc(Cl)cc1)Nc1ccc(C(=O)OCc2cc(=O)n3ccsc3n2)cc1	.	-12%	47%[activator]
55	O=S(=O)(Cc1ccccc1)N1CCCc2ccccc21	9%	0%	-6%
56	CN(CC(=O)Nc1ccccc1C(F)(F)F)C(=O)CSc1nnc(N)s1	.	-12%	-2%
57	COc1ccc(C(=O)NNC(=O)c2cnccn2)cc1[N+](=O)[O-]	-1%	-3%	-1%
58	O=C(/C=C/c1cccc([N+](=O)[O-])c1)n1cnc2ccccc21	3%	8%	3%
59	CCOc1ccc(C2C(C#N)=C(N)Oc3cc(C)n(Cc4ccco4)c(=O)c32)cc1OC (stereo not given)	-12%	-5%	-6%
60	C#CCCCCCCCCCCCC(=O)CC(O)COC(C)=O (stereo not given)	3%	.	-3%

Complete entries from above. Order of values: N370S GC mod, FEN1 inhibitor, KAT2A inh
Cc1cc(NC(=O)Nc2cccc(Cl)c2)n(-c2ccccn2)n1 reads 21%, -31%, -6%
COC(=O)CCCCCNc1ccc(C(=O)OC)cc1N reads -1%, -5%, -3%
O=C(Oc1ccc(N(C(=O)c2ccncc2)S(=O)(=O)c2cccs2)cc1)c1ccncc1 reads -27%, 6%, -2%
COc1ccc(Cl)cc1NC(=O)C(OC)c1ccccc1 (stereo not given) reads 19%, 5%, -16%
Cc1nn(C)cc1CN(C)C(=O)c1cc2nc(-c3ccco3)cc(C(F)(F)F)n2n1 reads -2%, 5%, 3%

Two compounds drawn at random from the list so far, as already listed:
no.	compound	N370S GC mod	FEN1 inhibitor	KAT2A inh
31	O=C(CSc1nnc(NC(=O)C2CC2)s1)NCc1cccs1	-5%	22%	-5%
51	COc1ccc(/C=C/C(=O)c2cc(Cl)cc(Cl)c2O)c(OC)c1	2%	10%	3%

Continued.
[61] CC(C)(C)NC(=O)c1ccc2c(c1)C(=O)N(Cc1ccco1)C2=O
[62] CC(C)c1ccc(NC(=O)CCS(=O)(=O)c2ccc3c(c2)CC(=O)N3C)cc1
[63] COc1ccc(/C=N/Nc2nc(NCc3ccco3)nc(Nc3ccc(OC)cc3)n2)cc1
[64] COC(=O)c1cccnc1-n1c(=O)c2cccnc2n(CC(=O)Nc2ccc(C)cc2C)c1=O
[65] CC(=O)NS(=O)(=O)c1cccnc1Nc1cccc(Cl)c1C
compound no. | 61 | 62 | 63 | 64 | 65
N370S GC mod | -12% | . | -28% | . | 0%
FEN1 inhibitor | 15% | 5% | 12% | 21% | -5%
KAT2A inh | -7% | -7% | -9% | -4% | 0%

Some of the entries so far, with values ahead of the structure.
no. | N370S GC mod | FEN1 inhibitor | KAT2A inh | canonical_smiles
62 | . | 5% | -7% | CC(C)c1ccc(NC(=O)CCS(=O)(=O)c2ccc3c(c2)CC(=O)N3C)cc1
64 | . | 21% | -4% | COC(=O)c1cccnc1-n1c(=O)c2cccnc2n(CC(=O)Nc2ccc(C)cc2C)c1=O

Remaining list, next part
[66] COc1ccc(C(CNC(=O)C(CCSC)NC(=O)c2ccccc2Cl)N2CCOCC2)cc1 (stereo not given)
[67] COc1ccc2oc(-c3ccco3)cc(=O)c2c1
[68] COc1ccc(CNC(=O)CN2CCN(c3ccc(F)cc3)CC2)cc1
[69] Nc1ccc(O)cc1C(=O)OCC(=O)C12CC3CC(CC(C3)C1)C2
[70] COC(=O)c1ccc(/C=N/NC(=O)CC(=O)NCC(C)C)cc1
compound no. | 66 | 67 | 68 | 69 | 70
N370S GC mod | 0% | 11% | -11% | 14% | -3%
FEN1 inhibitor | 41%[activator] | -9% | -2% | -16% | -1%
KAT2A inh | 0% | ? | -19% | -19% | -13%

[71] O=C(CSc1nnc(C2CC2)n1-c1ccccc1)Nc1ccc(N2CCOCC2)cc1
[72] O=C(Nc1ccc(Cl)cc1)c1cnn2c1NC(c1ccccc1)=CC2c1ccccc1 (stereo not given)
[73] CCN1CCCC1CNC(=O)c1ccccc1Cl (stereo not given)
[74] O=C(O)CCc1nn2c3ccccc3n(Cc3ccccc3)c2nc1=O
[75] c1nnc(NC2=NCCCCC2)s1
[76] CCN(C(=O)CN1CCCC(C)C1)c1c(N)n(Cc2ccccc2)c(=O)[nH]c1=O (stereo not given)
compound no. | 71 | 72 | 73 | 74 | 75 | 76
N370S GC mod | -3% | . | -5% | 3% | 0% | .
FEN1 inhibitor | 13% | ? | 8% | 15% | 2% | -2%
KAT2A inh | 3% | -21% | -6% | -5% | -14% | -6%
